# Screening data as filed in PubChem BioAssay.
# ELG1 genotoxic – qHTS screen for small molecules that induce genotoxicity in human embryonic kidney (HEK293T) cells expressing luciferase-tagged ELG1 | HEK293T ELG1-luciferase reporter, luminescence, 16 h | Potency, µM (top dose mostly 46 µM), inactives show at the highest dose activity change, positive = activation, most hits filed as activators | 1.3% of 330,000 active | AID 504466, 2011; further: potency means the concentration at half of the fitted maximal effect; % of control where 0% means no effect; nearly all actives have a fitted effect of over 60% in size
#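 HEK293T cells expressing luciferase-tagged ELG1 were treated with compound or DMSO for 16 hr at 37°C. Luciferase activity was then read after 30 min with ONE-Glo at room temperature; rising signal flags genetic stress.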
# BRCA1 expr up – qHTS Assay to Identify Small Molecule Activators of BRCA1 Expression; MCF7-BRCA1-FFLuc reporter, luminescence, 48 h; response scale: scaled: vehicle 0%, 10 µM genistein 100%; Potency, µM (doses to about 46.1 µM), inactives show at the highest dose activation, most hits filed as activators; 1.1% of 380,000 active; AID 624202, 2012; further: potency means the concentration at half of the fitted maximal effect; nearly all actives have a fitted effect of over 80% in size; some results filed as inactive show a strong effect at the top dose
#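 Luminescence from a BRCA1-driven firefly luciferase in MCF7 cells was the read-out, taken 15 min after substrate addition following 48 h compound exposure at 37 °C. Data were normalized to a 10 microM genistein control and DMSO vehicle.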
# RORg inh – qHTS for inhibitors of ROR gamma transcriptional activity. Drosophila S2 Gal4-RORgamma UAS-luciferase reporter, 20 h. AID 2551, 2010. Nuclear receptor ROR-gamma (Mus musculus), P51450. 5.4% of 310,000 active. Potency, µM (titrated, usually from 53.6 µM), inactives show at the highest dose activity change, negative = inhibition, usual class: inhibitors; further: potency means the concentration at half of the fitted maximal effect; on the % scale 0 is the no-effect control and ±100 the full control effect; nearly all actives have a fitted effect of over 60% in size
# Target sequence (P51450 whole entry, looked up, the tested form may be a part): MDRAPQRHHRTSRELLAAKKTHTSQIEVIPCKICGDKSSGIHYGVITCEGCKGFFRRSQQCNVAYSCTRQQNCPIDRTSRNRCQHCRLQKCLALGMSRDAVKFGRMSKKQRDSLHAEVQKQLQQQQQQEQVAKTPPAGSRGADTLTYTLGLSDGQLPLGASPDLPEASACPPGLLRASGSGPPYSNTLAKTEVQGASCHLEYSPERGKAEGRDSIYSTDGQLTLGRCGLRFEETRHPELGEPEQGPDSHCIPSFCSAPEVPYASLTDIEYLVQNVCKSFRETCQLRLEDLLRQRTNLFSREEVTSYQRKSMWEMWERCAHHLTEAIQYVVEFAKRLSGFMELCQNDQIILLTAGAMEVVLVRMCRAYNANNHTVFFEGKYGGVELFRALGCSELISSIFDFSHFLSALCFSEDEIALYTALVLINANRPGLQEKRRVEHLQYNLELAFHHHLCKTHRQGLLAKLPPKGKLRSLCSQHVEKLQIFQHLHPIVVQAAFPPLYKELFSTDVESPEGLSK
#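 Read-out: Photinus luciferase luminescence; inhibitors lower reporter signal. Insect Schneider cells with Gal4-ROR gamma fusion under metallothionein promoter, UAS reporter; 700 uM final copper sulfate induction, 20 hr, ambient temperature.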
# Giardia killer – Small Molecules that selectively kill Giardia lamblia: qHTS. Giardia lamblia trophozoite viability. activity change, % at 7.66 µM, hits read low. 0.15% of 340,000 active. AID 540267, 2011; in the data active means activity change below about -80%; inconclusive means between about -30% and that limit;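 further: parasites exposed to compound for two days anaerobically before the ATP read; on the % scale 0 is the no-effect control and ±100 the full control effect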
#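 Anaerobic 48 hrs incubation at 37 deg C of 100 trophozoites/well with test compounds; ATPLite 1-Step luminescence, 15-30 min RT, reports cellular ATP as viability.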
# Menin MLL FP TR – qHTS Assay for Inhibitors Targeting the Menin-MLL Interaction in MLL Related Leukemias: Competition With Texas Red Labeled MLL-derived Mutant Peptide | O00255 | Potency, µM (doses to about 61.6 µM), for inactives: top-dose FP activity change, negative = inhibition, actives largely listed as inhibitors | AID 1768, 2009 | Menin + Texas Red MLL mutant peptide, fluorescence polarization | 0.23% of 270,000 active; active means well fitted inhibition curve with a large enough effect in the polarisation, with a control signal flat, not every such curve was filed as active; inconclusive means small, poorly fitted or top-dose-only effect, or effect the other way, or a change in a side signal; inactive means no such curve, though single readings can be large or run the other way; the % refers to the polarisation; further: potency means the concentration at half of the fitted maximal effect; % of control where 0% means no effect; many of its hits are not listed in these tables
# p53 reactivator – qHTS assay for re-activators of p53 using a Luc reporter; H1299 p53-A138V BP100-luciferase reporter, luminescence, 24 h; Potency, µM (highest dose often 92.2 µM), without a hit: top-dose activity change, positive = activation, usual class: activators; 0.063% of 320,000 active; AID 504706, 2011; further: potency means the concentration at half of the fitted maximal effect; % of control where 0% means no effect; nearly all actives have a fitted effect of over 45% in size
#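 p53-null H1299 cells stably carrying temperature-sensitive p53-A138V and a BP100-luciferase reporter were pinned with compounds (4-point, 1:5 series) and held 24 hrs at 37 deg C. Luminescence was read 10 min after detection reagent.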
# Gal4-VP16 FLuc – VP16 counterscreen qHTS for inhibitors of ROR gamma transcriptional activity; 3.5% of 310,000 active; Potency, µM (highest dose often 53.6 µM), for the others: at the top dose activity, negative = inhibition, hits mostly inhibitors; Drosophila S2 Gal4-VP16 UAS-luciferase, luminescence, 20 h;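 further: Gal4-VP16 expression switched on by copper sulfate through the metallothionein promoter; potency means the concentration at half of the fitted maximal effect; on the % scale 0 is the no-effect control and ±100 the full control effect; nearly all actives have a fitted effect of over 50% in size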
# NPC1 promoter act – qHTS Assay for NPC1 Promoter Activators; Huh7 NPC1 promoter luciferase reporter, 24 h; 2.4% of 320,000 active; Potency, µM (titrated, usually from 9.22 µM), for the others: at the highest dose activation, actives largely listed as activators;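 further: potency means the concentration at half of the fitted maximal effect; % of control where 0% means no effect; nearly all actives have a fitted effect of over 60% in size; reporter is driven by a mutant NPC1 promoter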
#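 Readout is luciferase luminescence, reflecting NPC1 promoter activation in stably transfected Huh7 cells after 24 h compound exposure at 37 °C in reduced-serum medium with 10% FBS.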
# PKM2 act – qHTS Assay for Activators of Human Muscle isoform 2 Pyruvate Kinase | 0.34% of 260,000 active | Potency, µM (titrated, usually from 57.5 µM), for the others: top-dose activation, hits mostly activators | Pyruvate kinase PKM (Homo sapiens), P14618 | AID 1631, 2009 | purified PKM2, Kinase-Glo ATP luminescence, activation; response scale: 0% is enzyme alone, no compound; further: potency means the concentration at half of the fitted maximal effect; on the % scale 0 is the no-effect control and ±100 the full control effect; nearly all actives have a fitted effect of over 55% in size
# Target sequence (P14618 whole entry, looked up, canonical isoform): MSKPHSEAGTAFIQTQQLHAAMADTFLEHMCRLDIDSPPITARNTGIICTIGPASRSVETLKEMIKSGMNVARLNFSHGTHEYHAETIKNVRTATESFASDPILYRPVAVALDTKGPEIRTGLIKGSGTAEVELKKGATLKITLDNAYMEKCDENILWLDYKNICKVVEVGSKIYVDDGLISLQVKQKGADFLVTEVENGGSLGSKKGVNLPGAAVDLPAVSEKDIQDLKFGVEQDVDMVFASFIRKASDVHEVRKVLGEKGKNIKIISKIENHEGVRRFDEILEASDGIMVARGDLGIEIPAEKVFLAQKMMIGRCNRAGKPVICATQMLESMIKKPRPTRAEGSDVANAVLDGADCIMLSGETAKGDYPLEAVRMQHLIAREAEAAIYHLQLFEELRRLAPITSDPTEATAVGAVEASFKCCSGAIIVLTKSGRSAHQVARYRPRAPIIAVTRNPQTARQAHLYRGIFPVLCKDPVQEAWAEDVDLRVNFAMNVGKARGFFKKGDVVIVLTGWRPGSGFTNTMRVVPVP
#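 ATP formation by purified human PK-M2, quantified via coupled luciferase luminescence after 1 h at room temperature with 0.1 mM ADP and 0.5 mM PEP final.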
# Rab9 promoter act – qHTS Assay for Rab9 Promoter Activators; 2.8% of 320,000 active; Huh7 Rab9 promoter-luciferase reporter, luminescence, 24 h; Potency, µM (series often up to 9.22 µM), without a hit: top-dose activation, negative = inhibition, hits mostly activators; further: potency means the concentration at half of the fitted maximal effect; % of control where 0% means no effect; nearly all actives have a fitted effect of over 60% in size
#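 Steps: seed 1500 Huh7 Rab9-luc cells per well, rest 2 h at 37 °C; add compound in DMSO; incubate 24 h; add luciferase reagent, 10 min ambient; read luminescence.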
# FLuc modulator – qHTS profiling assay for firefly luciferase inhibitor/activator using purifed enzyme and Km concentrations of substrates (counterscreen for miR-21 project) | Luciferin 4-monooxygenase (Photinus pyralis), P08659 | 6.9% of 360,000 active | purified FLuc, Km substrates, luminescence inhibition | Potency, µM (highest dose often 57.5 µM), for inactives: at the top dose activity change, negative = inhibition, hits mostly inhibitors;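 further: potency means the concentration at half of the fitted maximal effect; plate controls were vehicle for no effect and reference inhibitor for full effect; nearly all actives have a fitted effect of over 55% in size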
#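 Biochemical qHTS of compounds, final roughly 60 µM downward over six points, against 10 nM purified firefly luciferase using Km concentrations of substrates (10 uM D-luciferin, 10 uM ATP) in Tris acetate pH 7.5 buffer; luminescence output.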
# Active calls of the source: *; ? = inconclusive; . = no result given; [ ] = remark or other dose. Unless noted, the call rests on the fitted dose curve; in most records, active means well fitted curve in the direction sought with a large enough effect; inconclusive means small, poorly fitted or top-dose-only effect, or another doubt; inactive means no such curve, though single readings can be large; an effect the other way counts as inactive or inconclusive. Some of the compounds tested; the hit share may differ from the screen's.
SMILES,ELG1 genotoxic,BRCA1 expr up,RORg inh,Giardia killer,Menin MLL FP TR,p53 reactivator,Gal4-VP16 FLuc,NPC1 promoter act,PKM2 act,Rab9 promoter act,FLuc modulator
O=S(=O)(c1ccccc1)N1c2cc(Cl)ccc2Oc2nc3ccccc3nc21,5%,-52%,?,-5,?,?,-6%,7%,-14%,17%,13µM*
CC(=O)Cc1nsc(NC(=O)c2ccc(-c3cc(Cl)ccc3Cl)o2)n1,-6%,-21%,?,3,?,5%,0%,-11%,-5%,-1%,13µM*
Cc1ccc(S(=O)(=O)N(CC(=O)Nc2cccnc2)c2ccc(Br)cc2)cc1,-6%,-15%,44%,-7,.,-14%,-5%,-5%,10%,4%,2%
Brc1ccc2ncnc(NCc3ccccc3)c2c1,-18%,-29%,?,-8,.,3%,?,11%,2%,-6%,5%
Cc1ccc(-n2c(C)cc(-c3csc(N)n3)c2C)cc1,2%,-19%,-2%,2,14%,-1%,-3%,9%,-7%,0%,11µM*
CSCCC(NC(=O)COc1ccccc1)C(=O)N1CC(C)CC(C)C1 (centres undefined),-1%,-35%,.,7,.,-6%,.,-4%,.,-5%,2%
COc1ccc(C2N3CC4(C)CN2CC(C)(C3)C4O)cc1OC (centres undefined),1%,-1%,?,-5,-3%,-11%,-19%,-1%,-3%,4%,1%
CCCNC(=O)C(Cc1ccccc1C)NC(=O)c1ccc(C#N)cc1 (centres undefined),2%,0%,.,9,.,3%,.,-1%,.,4%,3%
CC(C)COP(=O)(c1ccc(N(C)C)cc1)C(O)c1ccc(N(C)C)cc1 (centres undefined),-1%,3%,2%,4,?,2%,4%,-3%,.,-2%,4%
Cc1ccc(CN2CC(C(=O)Nc3nnc(SCc4c(Cl)cccc4Cl)s3)CC2=O)cc1 (centres undefined),-1%,12%,?,2,-10%,-5%,-4%,0%,-11%,0%,1%
CC(C)C(=O)Nc1ccc(C(=O)NNC(=S)NC(=O)c2cccs2)cc1,-4%,-21%,-35%,-15,9%,-1%,?,-1%,-10%,-1%,?
COC(=O)c1cn(NC(=O)C2CCC(C)CC2)c(=O)c2ccccc12 (centres undefined),-1%,-8%,-5%,-18,.,-2%,-3%,-3%,-4%,-3%,-2%
CSc1ncc(Cl)c(C(=O)Nc2cccc3ccccc23)n1,1%,1%,-14%,1,-22%,-7%,-2%,-3%,2%,16%,3%
CC(C)c1nc2oc3c(NCCO)ncnc3c2c2c1COC(C)(C)C2,-6%,25%,1%,3,.,4%,-2%,-2%,12%,?,-3%
COc1ccc(CN2C(=O)N(c3ccc(OC)cc3)C(=O)C2CC(=O)Nc2ccccc2)cc1 (centres undefined),-4%,-12%,17%,3,24%,0%,11%,-10%,-2%,2%,4%
CCOCCn1c(CN2CCC(C)CC2)nc2c1c(=O)n(C)c(=O)n2C,-2%,.,-23%,.,5%,?,-1%,-5%,2%,-7%,2%
Cc1cccc(C)c1NC(=O)CNC(=O)c1ccc(N2CCCC2=O)cc1,-1%,-15%,.,6,.,4%,.,-6%,.,0%,0%
CC(=O)c1c(C)n([O-])c2cc(C)ccc2[n+]1=O,2%,6%,-9%[10 µM],-104*,4%,-1%,2%,-4%,-2%,-7%,-1%
CC1CCN(S(=O)(=O)c2ccc(C(=O)N3CCCC(C(F)(F)F)C3)cc2)CC1 (centres undefined),-5%,-28%,.,16,.,2%,.,-5%,.,-7%,-2%
CCOc1ccc(-n2c(SCC(=O)NC(C)CC)nc3n[nH]c(C)c3c2=N)cc1 (centres undefined),4%,-13%,0%,20,-6%,3%,0%,-10%,-17%,-27%,3%
CCNC(=S)N(CCc1c(C)[nH]c2ccccc12)Cc1cccnc1,-11%,-8%,-1%,-25,5%,-2%,-20%,-3%,.,-1%,-2%
O=C(CN1CCN(C(=O)c2ccco2)CC1)Nc1cccc(S(=O)(=O)N2CCCC2)c1,1%,-6%,.,-12,.,-7%,.,-1%,.,-4%,0%
O=C(NS(=O)(=O)Oc1ccc(Cl)cc1)OC[C@@H]1CCCN2CCCC[C@H]12,1%,5%,-4%,7,-8%,0%,?,1%,-1%,-1%,-1%
COCCCNC(=O)c1ccc(C(=O)NCCCOC)cc1,-2%,1%,-22%,-2,1%,-3%,-8%,-3%,-4%,5%,5%
COc1ccc(C2(C)CC(C)(C)Nc3ccccc32)cc1 (centres undefined),-1%,6%,-3%,-22,-9%,.,-20%,0%,5%,1%,5%
O=C(c1ccco1)N1CCN(C2=NS(=O)(=O)c3ccccc32)CC1,-1%,-10%,-29%,-17,-11%,2%,4%,1%,1%,2%,4%
Cc1[nH]c(=O)c(C(=O)c2cc(Cl)ccc2O)cc1C(=O)O,0%,10%,1%,-13,-36%,2%,-1%,-1%,-30%,-1%,-4%
C#CCOC(=O)CCC(=O)Nc1cc(OC)nc(OC)n1,-3%,.,-3%,.,7%,?,-8%,-3%,-6%,3%,0%
COc1ccc(-n2c(C)cc(/C=C3/SC(=S)N(C)C3=O)c2C)cc1,10µM*,?,13%,23,17%,27%,?,?,-4%,?,3.4µM*
CSC1=C(C#N)C(c2ccc(C)s2)CC(=O)N1 (centres undefined),1%,-9%,-2%,3,16%,-4%,9%,0%,4%,3%,3%
CCc1nnc(NC(=O)c2ccc3ncsc3c2)s1,?,79%,-1%,33[activator],.,9%,?,?,-8%,?,24µM*
COc1ccc(-c2ccc(-c3nc4c(c(=O)[nH]c(=O)n4Cc4ccccc4)n3C)o2)c([N+](=O)[O-])c1,-2%,-32%,-4%[10 µM],-15,-20%,-3%,-37%,-9%,16%,-12%,-2%
CCCn1c(=O)c2ccccc2n2c(SCc3cc(=O)oc4ccc5ccccc5c34)nnc12,-4%,-13%,?,26,14%,-4%,3%,-1%,1%,2%,5%
O=C(/C=C/Sc1ccccc1)c1ccc(Cl)cc1,?,2%,?,-4,-21%,?,14µM*,4%,-11%,2%,1.1µM*
CSc1ccc(CN(C)C(=O)COc2ccc(C(=O)c3ccccc3)cc2)cc1,2%,-76%,20%,9,.,9%,-6%,-4%,.,3%,?
COc1cc(/C=N/NC(=O)CSc2n[nH]c(=O)[nH]c2=O)cc(OC)c1O,2%,10%,-5%,3,11%,-2%,12%,-7%,-2%,0%,4%
Cc1ccc(S(=O)(=O)c2nc(NCCCn3ccnc3)sc2Cl)cc1,-6%,-19%,?,24,1%,9%,-4%,-1%,8%,-4%,1%
COc1ccccc1CCC(=O)Nc1ccc(S(=O)(=O)Nc2nccs2)cc1,1%,-22%,.,11,.,8%,.,2%,.,-2%,0%
CC(C)NC(=O)COc1ccc(OCc2ccccc2)cc1,-6%,6%,28%,-2,-23%,-1%,-17%,-1%,-4%,14%,?
O=C1CCCN1C(=O)COc1cc(F)ccc1[N+](=O)[O-],0%,18%,.,4,.,1%,.,0%,.,0%,3%
CCOC(=O)C1CCN(S(=O)(=O)c2cccc(-c3cn4cccnc4n3)c2)CC1,2%,-7%,43%,6,-3%,0%,?,-7%,-3%,?,6%
O=C(NCc1csc(-c2cccs2)n1)c1cccc(Cl)c1,1%,12%,28%,1,.,4%,2%,2%,-7%,0%,-11%
NCCCC[C@H]1CNC(=O)C(=O)N1CCc1cccc2ccccc12,3%,0%,-12%,8,.,-1%,-1%,1%,2%,-5%,1%
CS(=O)(=O)N(Cc1ccc(C(=O)NCc2ccco2)cc1)c1ccccc1,-3%,-7%,1%,6,12%,0%,-4%,-2%,-2%,-2%,1%
O=C(Nc1nnc(S(=O)(=O)N2CCCC2)s1)c1ccccc1Cl,-1%,2%,27%,-18,16%,10%,-10%,-1%,-8%,1%,4.8µM*
CC(C)COCC1CC2(CC(C)(c3csc(N)n3)OC2=O)C(=O)O1 (centres undefined),1%,-15%,-13%,-7,-1%,?,-1%,-4%,0%,-9%,1%
O=C(NCCCCc1ccccc1)C12CN(Cc3ccccc3)CC1C(c1ccc([N+](=O)[O-])cc1)=NO2 (centres undefined),-7%,-27%,?,1,-12%,1%,-7%,-6%,-1%,-6%,3%
